E-selectin induc: E-selectin induction in HUVECs, primary screen, imaging, HUVEC, immunofluorescence imaging, single point; P16581; normalized: neutral wells 0, TNF-alpha wells 100; activation, % at 7.58 µM; actives 0.37% (n = 260,000);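 active = mean E-selectin-positive cell signal at least 10% of the positive control, reached in at least 60% of replicates, without over 20% cell loss; inconclusive = no rule given, readout overlaps actives, possibly toxicity-flagged; inactive = the rest, including those meeting only one limit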;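 note: in these data hits start at about 27%; measured in HUVEC primary endothelial cells; signal is the percent of cells scored E-selectin positive by PE staining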
Target sequence (P16581 whole entry, looked up): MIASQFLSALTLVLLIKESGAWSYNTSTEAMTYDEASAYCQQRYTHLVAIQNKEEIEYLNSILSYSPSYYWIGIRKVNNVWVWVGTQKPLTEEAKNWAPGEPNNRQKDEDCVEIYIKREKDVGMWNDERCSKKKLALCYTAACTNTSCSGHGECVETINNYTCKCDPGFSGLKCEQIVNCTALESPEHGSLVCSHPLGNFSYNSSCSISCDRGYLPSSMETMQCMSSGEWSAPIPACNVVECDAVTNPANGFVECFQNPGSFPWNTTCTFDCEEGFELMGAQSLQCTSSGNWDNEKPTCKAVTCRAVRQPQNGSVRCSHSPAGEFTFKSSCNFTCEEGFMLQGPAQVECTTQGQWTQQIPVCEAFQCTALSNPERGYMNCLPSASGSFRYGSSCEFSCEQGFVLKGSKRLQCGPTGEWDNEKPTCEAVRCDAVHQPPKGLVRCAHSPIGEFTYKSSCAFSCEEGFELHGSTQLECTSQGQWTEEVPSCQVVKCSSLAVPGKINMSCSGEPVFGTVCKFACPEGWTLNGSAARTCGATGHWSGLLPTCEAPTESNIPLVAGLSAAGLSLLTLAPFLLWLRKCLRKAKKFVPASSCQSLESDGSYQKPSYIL
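Assay system: HUVEC primary endothelial cells. Input: 3,000 HUVEC seeded per well. Doses: one compound dose added by pin transfer. Read-out basis: % PE-positive cells. Benchmarks: TNF-alpha high, DMSO low. Detection: immunofluorescence imaging. Buffer or medium: EGM-2, gelatin.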
RAD52 anneal inh: RAD52 DNA annealing inhibitors, primary screen, biochemical, FRET, single point, set 2 | recombinant RAD52 DNA annealing, FRET fluorescence | inhibition, % at 18.7 µM | actives 0.46% (n = 360,000) | AID 651710, 2012;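 active = every replicate showing at least 50% inhibition; inconclusive = mean inhibition at least 50% but not in every replicate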
Target sequence (P43351 whole entry, looked up): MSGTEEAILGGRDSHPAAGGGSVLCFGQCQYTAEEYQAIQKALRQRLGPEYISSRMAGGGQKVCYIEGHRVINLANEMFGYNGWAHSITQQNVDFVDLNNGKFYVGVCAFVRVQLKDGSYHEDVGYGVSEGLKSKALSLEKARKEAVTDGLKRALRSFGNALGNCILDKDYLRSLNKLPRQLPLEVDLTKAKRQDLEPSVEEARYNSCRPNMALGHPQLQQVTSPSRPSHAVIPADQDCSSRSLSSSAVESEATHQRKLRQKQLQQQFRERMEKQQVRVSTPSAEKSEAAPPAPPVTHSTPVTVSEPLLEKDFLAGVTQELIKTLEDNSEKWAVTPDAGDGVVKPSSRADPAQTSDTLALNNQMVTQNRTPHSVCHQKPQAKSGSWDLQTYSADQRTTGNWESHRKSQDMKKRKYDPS
Xi reactivation: activators of inactive X chromosome reactivation, primary screen, imaging, XiGFP fibroblasts, GFP high-content imaging, set 2; XiGFP mouse fibroblasts, % GFP-positive cells imaging, 3 d; cells co-treated with 5-aza-dC sensitizer; scaled so ellipticine positive control = 100%; activation, % at 7.58 µM; actives 0.055% (n = 360,000);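 active = mean normalized replicate activation at least 10% and every replicate at or above 10%; inconclusive = only one of the two criteria met; inactive = mean below 10% and not all replicates reach 10%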;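 note: 0% = median of on-plate neutral control wells and 100% = ellipticine 6 µM median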
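Material: XiGFP fibroblasts, SV40-immortalized; Buffer or medium: DMEM containing 5-aza-dC; Compound dosing: single point; Times: 3 days compound exposure.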
GSIS activator: GLuc luminescence reporter in INS-1E cells, primary screen for activators of glucose-dependent secretion of insulin | INS-1E GLuc reporter insulin secretion, 2-3 h | activation, % at 16.6 µM | AID 743287, 2014 | actives 0.61% (n = 370,000);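 active = lowest replicate activation of at least 40%, so every replicate reaches that level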;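 note: 0% = median of neutral control wells and 100% = median of IBMX positive control wells; some compounds called inactive have numbers as strong as hits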
F508del corr: F508del CFTR correction, initial screen, CFBE line, single point; CFBE cells, YFP halide quenching; stimulated with forskolin plus potentiator P3; % fluorescence drop versus neutral controls; activity (quench increase), % at 7.58 µM; actives 0.36% (n = 350,000); AID 720511, 2013;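 active = mean added fluorescence quench of at least 8% versus neutral control, with both replicates also reaching 8%; inconclusive = only one of the mean or replicate conditions met; inactive = mean below 8% and not both replicates reaching 8%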;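 note: cells transiently co-express mutant CFTR-F508del with the halide-sensitive YFP; corrector assay measuring rescue of mutant channel to the surface after 24 h compound exposure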
Casp6 inh: human caspase-6 inhibitors, primary screen, biochemical, VEID-R110 fluorescence, single point, set 2; actives 0.53% (n = 350,000); P55212; inhibition, % at 12.5 µM; purified caspase-6, Z-VEID-R110 cleavage fluorescence;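 active = mean inhibition across replicates at least about 35%, with every replicate also reaching that limit, limit read from the data; inconclusive = only one of the two criteria met; inactive = neither criterion met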;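 note: 0% = median of neutral control wells and 100% = no fluorescence left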
RAD54 inh: inhibitors of human RAD54 branch migration, primary screen, biochemical, fluorescence, single point; RAD54 Holliday junction branch migration, FAM/BHQ fluorescence; AID 602329, 2012; inhibition, % at 10.4 µM; actives 0.14% (n = 360,000); DNA repair and recombination protein RAD54-like (Homo sapiens), Q92698;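 active = mean normalized replicate activity at least 40 and at least half of replicates scoring 40 or more; inconclusive = only one of the two criteria met; inactive = mean below 40 and under half of replicates reaching 40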;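 note: 0% = median of neutral control wells and 100% = median of positive control wells; inhibitors cause a drop in the FAM fluorescence signal; in these data hits start at about 50%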
DENV2 CPE rescue: inhibitors of DENV2 cytopathic effect, primary screen, cell-based, plate reader, single concentration; DENV2-infected cells, cytopathic effect rescue; CPE inhibition, % at 9.99 µM; actives 1.7% (n = 350,000); AID 651640, 2012; in the data active = CPE inhibition above about 20%, passing the limit was not always enough; inconclusive = no clear call, values can overlap the other calls; tested in BHK-21 cells;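 note: 0% = median of neutral control wells and 100% = median of positive control wells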
Numbers without * were called inactive; ? = inconclusive; nt = not tested or not shown; & = joins results of further samples; ! = not active in a repeat.

SMILES | E-selectin induc | RAD52 anneal inh | Xi reactivation | GSIS activator | F508del corr | Casp6 inh | RAD54 inh | DENV2 CPE rescue
COc1cccc(-c2ccc(C3[C@H]4CNC[C@@H]3N4Cc3cc(F)ccc3F)cc2)c1 (some centres undefined) | -0.1&0.1 | 54*! | 0.1&0.0 | 2&15 | -0.4&-2.2 | 3&0 | nt | -10&-8
Cc1ccc2c(c1)N(C(=O)CCC(=O)NCCCN1CCOCC1)CCO2 | nt | 2 | -0.3 | 7 | -2.6 | 1 | -11 | -1
O=C(CCS(=O)(=O)c1ccccc1)Nc1ccc(N2CCN(Cc3ccccc3)CC2)cc1 | nt | -14 | 0.5 | 10 | -0.5 | -2 | -2 | 4
Cc1ccc2cc(CCl)c(Cl)nc2c1 | 2.1 | -11 | -0.2 | -4 | 0.4 | 0 | -18 | 0
CCOc1ccc(NC(=O)COC(=O)Cn2cnnn2)cc1OCC | nt | -5 | nt | 44* | -1.8 | 0 | 7 | 3
COc1ccc2c3c(n(C)c2c1)[C@@H](CO)N(C(=O)NC(C)C)CC31CN(Cc2nccs2)C1 | -0.4 | -11 | 0.3 | 15 | 1.6 | -1 | nt | 9
CNC(=O)/C(C#N)=C\c1cc(C)n(-c2ccc(N3CCOCC3)cc2)c1C | nt | -27 | 0.2 | -15 | -1.9 | 1 | nt | -2
NC(=S)NN=C1c2ccccc2-c2ccccc21 | 0.1 | -16 | 0.5 | 8 | 2.2 | -1 | 10 | 1
CC1(C)CC2(CCO1)OC(=O)CC2C(=O)Nc1ccc(Cl)cc1[N+](=O)[O-] (centres undefined) | nt | 2 | 0.2 | -1 | 2.4 | 5 | nt | 3
Cc1ccc(C(C)C)c(OCC(=O)N/N=C/c2cccn2C)c1 | 0.2 | -17 | -0.1 | -14 | -4.2 | 2 | 3 | 1
COc1cc(/C=C2\SC(=N)N(c3ccc4c(c3)OCO4)C2=O)cc(OC)c1O | 1.6 | -55 | 0.2 | 0 | 4.4 | 2 | -5 | nt
O=C(Nc1ccc(NC(=O)c2ccccc2O)cc1)Nc1ccc(F)cc1F | nt | -3 | 0.6 | 6 | -2.4 | -2 | nt | 4
CN1C(C(=O)NCc2cccs2)=CC(c2ccc(F)cc2)=NS1(=O)=O | nt | -13 | 0.0 | -2 | -1.7 | 1 | -3 | 1
CCOC(=O)c1cccc(NC(=O)C2CCN(S(=O)(=O)c3cnc[nH]3)CC2)c1 | 1.3 | -6 | 0.7 | 10 | 3.7 | 0 | 9 | 4
COc1ccc(NC(=O)CN2C(=O)NC3(CCCCC3C)C2=O)cc1OC (centres undefined) | nt | 3 | 0.5 | -6 | -4.1 | -63 | 0 | -6
COC(=O)C(NC(=O)CCc1c(C)nc2c(c(C)nn2-c2ccccc2)c1C)C(C)C (centres undefined) | -0.1 | -9 | 0.4 | -7 | 2.6 | 0 | -3 | ?
Nc1ncnc2c1ncn2[C@@H]1O[C@H](C(=O)Nc2ccc(C(=O)N3CCCCC3)cc2)[C@@H](O)[C@H]1O | 2.6 | -1 | 0.3 | 2 | -1.5 | 0 | 2 | -6
O=C(O)c1cccc(N2C(=O)C3C4C=CC(C4=C(c4ccccc4)c4ccccc4)C3C2=O)c1 (centres undefined) | -0.1 | -18 | 0.0 | 11 | 0.0 | nt | nt | -4
COc1ccc(NC(=O)N(C)C[C@@H]2Oc3cc(-c4cccc(C(=O)N(C)C)c4)ccc3S(=O)(=O)N([C@H](C)CO)C[C@@H]2C)cc1 | 0.2 | 12 | -0.1 | -6 | -1.1 | -1 | -5 | 4
Cc1cc(C)c(C(=O)COC(=O)c2cc([N+](=O)[O-])ccc2N2CCOCC2)cc1C | -0.5 | -17 | 0.0 | 35 | -2.2 | 0 | -1 | 1
Clc1ccc2ccc3cccnc3c2n1 | nt | -8 | 0.3 | 16 | 2.2 | 1 | 14 | -7
CO[C@H]1CN(C)C(=O)c2cc(NC(=O)c3cccc(Oc4ccccc4)c3)ccc2OC[C@@H](C)NC[C@@H]1C | 0.1 | nt | 0.2 | -7 | -2.6 | nt | nt | nt
Cc1noc(C)c1S(=O)(=O)N(C)C[C@H]1OCCCC[C@H](C)Oc2ccc(NC(=O)Cc3ccccc3)cc2C(=O)N([C@H](C)CO)C[C@H]1C | 0.0 | -25 | 0.1 | -22 | -4.5 | 10 | -4 | -8
O=C(Nc1ccccc1)C1=C[C@@H](c2ccc(C(F)(F)F)cc2)C[C@@H](OCc2ccc(CO)cc2)O1 | 0.4 | -6&-53 | 0.9 | nt | 0.4&0.2 | 5&-10 | 2&-10 | 3&0
COc1ccc([C@H]2/C=C\CN(C(=O)c3ccccc3)[C@@H](C)C(=O)N2Cc2ccc(F)cc2)cc1 | 0.2 | -33 | 0.2 | 5 | 1.4 | 0 | -4 | 2
COc1ccc([N+](=O)[O-])cc1NS(=O)(=O)c1cccc(C(=O)OC2CCOC2=O)c1 (centres undefined) | nt | -10 | 0.3 | 9 | 1.2 | 3 | -1 | -1
O=c1c2ccc(F)cc2sn1-c1ccccc1 | nt | -7 | -0.1 | 128* | -3.8 | 0 | -8 | 1
C[C@H]1CN([C@@H](C)CO)C(=O)Cc2cc(NS(=O)(=O)c3cn(C)cn3)ccc2O[C@H]1CN(C)C(=O)NC1CCCCC1 | 7.6 | nt | -1.2 | 6 | 1.2 | nt | -1 | -2
C=CCN(c1ccccc1)S(=O)(=O)c1cccc(C(=O)OCC(=O)NCCOC)c1 | 0.4 | -7 | -0.1 | -8 | 1.3 | 2 | nt | -5
CCCNC(=O)C(Cc1cccc(OC)c1)NC(=O)c1ccc(C#N)cc1 (centres undefined) | 0.3 | -3 | 0.0 | 12 | -1.2 | 1 | 6 | 15

Single records, from the list above. Order of values: E-selectin induc, RAD52 anneal inh, Xi reactivation, GSIS activator, F508del corr, Casp6 inh, RAD54 inh, DENV2 CPE rescue
CCOc1ccc(NC(=O)COC(=O)Cn2cnnn2)cc1OCC as listed: nt, -5, nt, 44*, -1.8, 0, 7, 3
COc1ccc(NC(=O)N(C)C[C@@H]2Oc3cc(-c4cccc(C(=O)N(C)C)c4)ccc3S(=O)(=O)N([C@H](C)CO)C[C@@H]2C)cc1 as listed: 0.2, 12, -0.1, -6, -1.1, -1, -5, 4

More results
SMILES | E-selectin induc | RAD52 anneal inh | Xi reactivation | GSIS activator | F508del corr | Casp6 inh | RAD54 inh | DENV2 CPE rescue
COc1ccc(/C(O)=C2\C(=O)C(=O)N(CC3CCCO3)C2c2cc(OC)ccc2OC)cc1 (centres undefined) | nt | -13 | nt | 1 | -1.9 | -1 | -16 | -3
CC(=O)c1cccc(Nc2nc(-c3ccccc3)cs2)c1 | 7.7 | -23 | 0.0 | -16 | -3.2 | -2 | -4 | -3
CCCC(=O)Nc1ccc2c(c1)C(=O)N(C)C[C@@H](OC)[C@H](C)CN(C(=O)c1ccccn1)[C@H](C)CO2 | 0.2 | -7 | 0.1 | 6 | 0.5 | nt | 8 | 3
CC(c1cccs1)N(C)Cc1nc(CCc2ccccc2)no1 (centres undefined) | nt | -4 | 0.1 | -22 | -0.8 | 3 | nt | -6
C=CCc1cccc2cc(C(=O)Nc3ccc(CC(=O)O)cc3)c(=O)oc12 | nt | -12 | 0.0 | 9 | -2.3 | 27 | 7 | 1
Cc1cc(=O)oc(C)c1C(=O)Nc1cccc(F)c1 | 0.5 | 1 | 0.0 | -10 | -0.1 | 2 | -8 | 2
O=C(Nc1ccc(Cl)cn1)c1cccc(S(=O)(=O)N2CCCCC2)c1 | 0.8 | -12 | 0.0 | -16 | -1.9 | 1 | -1 | 4
O=C(c1cccnc1)c1ncc(C(F)(F)F)cc1Cl | -0.3 | 2 | -0.1 | 27 | 2.3 | -3 | -7 | -2
COc1ccccc1Cn1c(C)c(C(=O)NCc2ccc3c(c2)OCCO3)sc1=O | nt | -21 | -0.1 | -5 | -0.7 | -2 | -8 | 6
O=C(c1ccc(S(=O)(=O)N2CCCC2)cc1)N(c1ccccc1)C1C=CS(=O)(=O)C1 (centres undefined) | 0.3 | -21 | 0.1 | 8 | 3.9 | -5 | -1 | ?

RAD52 anneal inh, entries above that show a hit.
molecule	RAD52 anneal inh	GSIS activator	F508del corr	Casp6 inh	DENV2 CPE rescue
COc1cccc(-c2ccc(C3[C@H]4CNC[C@@H]3N4Cc3cc(F)ccc3F)cc2)c1 (some centres undefined)	54*!	2&15	-0.4&-2.2	3&0	-10&-8

(next part)
SMILES | E-selectin induc | RAD52 anneal inh | Xi reactivation | GSIS activator | F508del corr | Casp6 inh | RAD54 inh | DENV2 CPE rescue
Cc1cccc(NC(=O)COC(=O)c2ccccc2-c2nc3ccccc3s2)c1C | 0.5 | -4 | 0.1 | -7 | nt | -1 | nt | 0
COc1ccc(OC)c(NC(=O)COC(=O)COc2c(Cl)cc(Cl)c3ccc(C)nc23)c1 | nt | -11 | -0.2 | 5 | 0.5 | 0 | -10 | 1
COCC(=O)Nc1cc(C)c2c(=O)oc3ccccc3c2n1 | nt | 1 | 0.0 | 12 | 1.1 | 6 | -14 | 1
O=C1NC(c2cccc(Cl)c2)Oc2ccccc21 (centres undefined) | 0.4 | 6 | 0.0 | -2 | 1.2 | 1 | 2 | -1
Cc1ccc(NC(=O)CN(C)C(=O)c2ccc3[nH]c4c(c3c2)CC(C)CC4)cc1 (centres undefined) | nt | 6 | 0.1 | -34 | -1.4 | -124 | 8 | -6
CC(C)CNC(=S)NC1CC2CCCC(C1)N2Cc1cccs1 (centres undefined) | nt | 4 | nt | 31 | 4.1 | 1 | -4 | -1
O=C(NCCCN1CCCC1=O)c1cc(-c2cccnc2)nc2ccc(Cl)cc12 | 13 | -5 | 0.0 | -4 | 4.1 | 2 | nt | -5
CCc1nc2ccc(C(=O)N(C)CC(=O)Nc3ccc(F)c(F)c3F)cc2nc1CC | 0.1 | -2 | 0.1 | 10 | 2.7 | 1 | 9 | 0
CCOc1ccccc1N1CCN(C(=O)c2c(-c3c(F)cccc3Cl)noc2C)CC1 | -0.5 | -18 | 0.3 | -29 | -1.9 | -1 | -3 | -7
O=C(COc1ccc2c(-c3ccccc3)cc(=O)oc2c1)N[C@@H](Cc1c[nH]c2ccc(O)cc12)C(=O)O | nt | -13 | nt | -6 | -1.7 | 7 | -13 | -14
Cc1cc(Cl)ccc1NC(=O)/C=N/O | nt | 1 | -0.2 | 10 | 1.3 | 0 | nt | -5
CCCN(CCC)C(=O)Nc1cc(Cl)ccc1OC | 1.8 | -1 | -0.1 | nt | -0.1 | 1 | 13 | -1
O=C(NCCc1ccccc1)c1ccc2c(c1)S(=O)(=O)c1cc(Cl)ccc1C2=O | 0.3 | -11 | -0.1 | 11 | 0.3 | 2 | -9 | -5

Just E-selectin induc and GSIS activator (two entries from above):
| canonical_smiles | E-selectin induc | GSIS activator |
| --- | --- | --- |
| O=C1NC(c2cccc(Cl)c2)Oc2ccccc21 (centres undefined) | 0.4 | -2 |
| Cc1ccc(NC(=O)CN(C)C(=O)c2ccc3[nH]c4c(c3c2)CC(C)CC4)cc1 (centres undefined) | nt | -34 |

Screening results as filed in PubChem BioAssay.
